# Screening data: PubChem, The Scripps Research Institute Molecular Screening Center
# PG9 binder: binders of HIV-1 gp120 antibody PG9, primary screen, biochemical, TR-FRET; actives 0.43% (n = 360,000); TR-FRET gp120-PG9 antibody binding; inhibition, % at 6.7 µM; AID 624416, 2012; HIV-1 gp120 / PG9 antibody interaction; in the data active = inhibition above about 8.5%
# ABHD4 inh: ABHD4 inhibitors, primary screen, biochemical, fluorescence polarization, mouse | (Lyso)-N-acylphosphatidylethanolamine lipase (Mus musculus), Q8VD66 | purified mABHD4, FP-Rh probe fluorescence polarization | inhibition, % at 8.92 µM | actives 0.54% (n = 370,000) | AID 720543, 2013;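 active = inhibition exceeding the mean over every tested compound plus 3 SD, cut at about 30% in these data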;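 note: 0% = plate median of compound wells and 100% = S159A mutant with DMSO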
# Target sequence (Q8VD66 whole entry, looked up): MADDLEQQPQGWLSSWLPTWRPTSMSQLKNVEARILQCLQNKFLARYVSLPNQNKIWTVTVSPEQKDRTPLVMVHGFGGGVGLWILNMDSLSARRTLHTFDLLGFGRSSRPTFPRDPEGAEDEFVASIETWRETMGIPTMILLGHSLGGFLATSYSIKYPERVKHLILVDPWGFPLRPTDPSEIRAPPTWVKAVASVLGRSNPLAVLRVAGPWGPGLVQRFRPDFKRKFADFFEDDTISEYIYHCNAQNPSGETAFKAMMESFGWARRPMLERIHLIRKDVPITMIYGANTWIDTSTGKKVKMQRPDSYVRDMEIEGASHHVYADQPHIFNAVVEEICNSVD
#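 System: mouse ABHD4 enzyme, wild type / Medium: HEPES pH 7.0, NaCl, Pluronic buffer / Reagent: FP-Rh activity-based fluorescent probe / Control set: S159A mutant high control, sample median low control / Detection: fluorescence polarization with parallel and perpendicular emission, 525/598 nm / Schedule: 45 min + 60 min at 25 °C / Compound dosing: 8.92 µM, single dose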
# UHRF1 MBD2 ctr: UHRF1 methylated DNA binding inhibitors, primary screen, counter-screen for MBD2 inhibitor project, biochemical, TR-FRET, human UHRF1, single concentration | E3 ubiquitin-protein ligase UHRF1 (Homo sapiens), Q96T88 | UHRF1 binding to methylated oligo | inhibition, % at 4.4 µM | actives 0.75% (n = 370,000) | AID 687016, 2013; in the data active = inhibition above about 21%;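 note: UHRF1 SRA domain binding a hemimethylated CpG hairpin DNA probe; 0% = median of test compound wells and 100% = reference inhibitor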
# PRMT1 inh: PRMT1 methyltransferase inhibitors, primary screen, biochemical, fluorescence polarization. Protein arginine N-methyltransferase 1 (Homo sapiens), Q99873. recombinant PRMT1, activity-based probe fluorescence polarization. inhibition, % at 2.79 µM. actives 1.3% (n = 370,000);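 active = inhibition above about 21% made by adding two undisclosed values, limit read from the data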
# Target sequence (Q99873 whole entry, looked up): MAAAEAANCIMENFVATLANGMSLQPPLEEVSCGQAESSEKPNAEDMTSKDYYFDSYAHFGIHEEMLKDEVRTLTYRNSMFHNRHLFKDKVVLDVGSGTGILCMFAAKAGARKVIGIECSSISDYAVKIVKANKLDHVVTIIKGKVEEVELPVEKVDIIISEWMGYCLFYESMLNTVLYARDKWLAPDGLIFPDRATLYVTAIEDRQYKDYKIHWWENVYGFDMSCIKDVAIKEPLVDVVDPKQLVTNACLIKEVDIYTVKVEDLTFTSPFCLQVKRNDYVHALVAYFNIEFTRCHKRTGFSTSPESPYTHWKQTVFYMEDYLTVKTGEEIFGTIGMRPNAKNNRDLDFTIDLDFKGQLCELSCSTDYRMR
# HTRA1 inh: HTRA1 serine protease inhibitors, primary screen, biochemical, fluorescence polarization, HTS; Q92743; recombinant HTRA1, FP-rhodamine activity-based probe; inhibition, % at 5.96 µM; actives 0.5% (n = 340,000); in the data active = inhibition above about 36%;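 note: 0% = enzyme with DMSO and 100% = wells lacking enzyme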
# TCR-CD3 inh: inhibitors of human TCR-CD3 interaction, primary screen, biochemical, fluorescence, TAMRA-labeled TCR probe | T-cell receptor (TCR) | inhibition, % at 9.4 µM | actives 0.37% (n = 360,000); in the data active = inhibition above about 19%;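 note: recombinant mutant TCR 2C K166C tagged with TAMRA read by polarization; 0% = receptor in buffer alone and 100% = receptor with positive control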
# LEDGF integ inh: blockers of LEDGF/p75-dependent integrase strand transfer – biochemical, TR-FRET, high throughput, primary screen | HIV-1 integrase (with human LEDGF/p75) | TR-FRET IN-LEDGF/p75 DNA integration, Eu/Cy5 | inhibition, % at 3.7 µM | actives 0.64% (n = 370,000);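 active = inhibition above the screen-wide mean plus 3 SD, cut at about 13% in these data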;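 note: signal is the Cy5 over europium emission ratio at 671 and 618 nm; 0% = plate median of compound wells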
# SIAE primary: human SIAE inhibitors, primary screen, biochemical, fluorescence polarization, FP-Rh probe, 1536-well HTS | Sialate O-acetylesterase (Homo sapiens), Q9HAT2 | SIAE FP-Rh probe binding | inhibition, % at 9.66 µM | actives 0.69% (n = 370,000);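 active = inhibition above a cutoff: mean of compounds within the control limits plus 3 SD of those, cut at about 17% in these data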;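 note: 0% = plate median of compound wells and 100% = probe without SIAE protein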
# DDE Tn7 FP inh: inhibitors of Tn7 peptide binding to fibrin DD(E), primary screen, biochemical, fluorescence polarization, human fibrin, Tn7 probe. AID 720508, 2013. Fibrinogen beta chain (Homo sapiens), P02675. actives 0.13% (n = 370,000). inhibition, % at 8.3 µM. FP displacement of FITC-Tn7 peptide from fibrin DD(E); 0% = median of compound wells per plate;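 active = inhibition above the mean of compounds falling within the control limits plus 3 SD of them, cut at about 14% in these data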;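 note: 0% = plate median of compound wells and 100% = 10 µM Aha-Tn7 peptide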
#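 Assay system: Fibrin-DD(E) protein isolated from polymerized human fibrin clots; read-out basis: percent inhibition; medium: Tris/NaCl/CaCl2 buffer, pH 7.8; signal: FP measurement; incubation: 10 min plus 3 h, room temperature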
# TDP2 inh: human TDP2 enzyme inhibitors, primary screen, biochemical, epi absorbance, recombinant enzyme; Tyrosyl-DNA phosphodiesterase 2 (Homo sapiens), O95551; T5PNP hydrolysis, p-nitrophenol absorbance 415 nm; inhibition, % at 12.8 µM; actives 0.34% (n = 370,000);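 active = inhibition above the mean of all tested compounds plus 3 SD, set per campaign, cut at about 25% in these data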;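 note: 0% = DMSO with enzyme and 100% = buffer with substrate but no TDP2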
# Target sequence (O95551 whole entry, looked up): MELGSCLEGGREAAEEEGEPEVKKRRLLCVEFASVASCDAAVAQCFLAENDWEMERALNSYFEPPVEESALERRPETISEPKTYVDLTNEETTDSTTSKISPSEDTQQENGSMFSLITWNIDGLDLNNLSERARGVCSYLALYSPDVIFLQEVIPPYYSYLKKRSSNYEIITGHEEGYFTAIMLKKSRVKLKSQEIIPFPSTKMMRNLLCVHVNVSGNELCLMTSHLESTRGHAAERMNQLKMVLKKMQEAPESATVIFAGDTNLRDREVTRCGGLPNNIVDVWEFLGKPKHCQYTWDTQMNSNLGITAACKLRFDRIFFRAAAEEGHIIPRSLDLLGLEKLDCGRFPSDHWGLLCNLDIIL
#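 Assay system: recombinant human TDP2 / Reagent: T5PNP substrate at 5 mM, a TopII-DNA adduct mimic / Measured by: epi absorbance from released p-nitrophenol / Evaluation: % inhibition relative to enzyme-containing and enzyme-free wells / Control set: enzyme-free and DMSO wells / Replicates: each compound tested once, singlicate / Schedule: enzyme reaction with compound for 2 h at 37 °C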
# * = called active by the depositor; / = not tested or not shown. This is a random part of the collection. About 4.2% of those tested had a hit in this group.
SMILES,PG9 binder,ABHD4 inh,UHRF1 MBD2 ctr,PRMT1 inh,HTRA1 inh,TCR-CD3 inh,LEDGF integ inh,SIAE primary,DDE Tn7 FP inh,TDP2 inh
CCN1CCN(C(=O)C(C)Sc2nnc3nc(C)cc(C)n23)CC1 (configuration not stated),2.0,9,-3,0,0,-2,-5,0,0,7
CN1CCN(S(=O)(=O)c2ccc(Sc3nc4ccccc4[nH]3)c3nsnc23)CC1,-0.9,-1,-5,-2,6,1,3,10,3,-2
COc1ccc(NC(=O)COC(=O)CNS(=O)(=O)c2ccc(F)c(F)c2F)cc1OC,2.4,-6,3,3,5,-12,3,8,0,7
Cc1cc(C(=O)N/N=C/c2ccncc2)c(C)o1,-1.1,1,-3,1,2,11,3,-3,-6,8
CCOc1ccc(Cl)cc1-c1cc(C(=O)NCCOC)[nH]n1,-0.3,-3,-3,-4,/,3,6,4,-3,9
CCOC(=O)c1ccc(NC(=O)Nc2nc3ccccc3s2)cc1,6.8,0,-1,2,-10,-8,0,-9,-1,3
C=CCn1c(C(C)NC(=O)c2ccc(C)cc2)n[nH]c1=S (configuration not stated),1.1,-5,-2,-4,7,7,1,8,-7,4
Cc1noc(C)c1COC(=O)COc1ccc(-c2ccccc2)cc1,0.2,-6,-2,3,-7,-1,-1,-11,4,7
O=C1NC[C@H](CCCCN2CCN(CC3CCCCC3)C(=O)C2=O)N(Cc2ccccc2)C1=O,-0.2,2,1,-3,/,-5,9,4,-3,0
CC(=O)c1cc(OC(=O)c2ccncc2)ccc1OC(=O)c1ccncc1,-2.6,-2,0,2,2,1,1,-3,-1,-1
CC(C)C(=O)Nc1nnc(SCC(=O)NCc2ccco2)s1,-0.2,3,2,1,3,-4,-1,-1,-6,1
CCc1ccccc1NC(=O)CCNS(=O)(=O)c1cc(Br)cnc1N,-2.6,-2,-1,-8,0,6,1,-2,-10,3
COCc1cc(CN2CCCC(CNC(=O)c3ccc(F)cc3)C2)ccc1OC (configuration not stated),-1.9,5,0,2,6,-2,-2,2,-5,2
CCCNC(=O)C1(C)CCN(C(=O)c2ccc(F)c(Cl)c2)C1 (configuration not stated),-1.0,0,-1,-4,/,-1,1,0,-4,4
O=c1c2cc(O)c(O)cc2oc2cc(O)c(C3OC(CO)C(O)C(O)C3O)c(O)c12 (configuration not stated),-8.1,29,60*,6,10,14,82*,8,3,-3
Cc1nnc(CN(C)C(=O)c2cc(COc3ccc(C)c(C)c3)on2)o1,-0.2,9,2,0,5,-4,-2,-3,8,-2
CCc1ccc(NC(=O)CCCn2nc(CC)n3c(cc4occc43)c2=O)cc1,-0.4,-3,1,-4,-20,5,2,-3,-6,-11
CC(C)CC(=O)Nc1ccc(Oc2ccc3c(c2)C(=O)NC3=O)cc1,-0.7,-3,-1,1,-1,-4,1,-2,-1,8
N#C/C(=C\c1ccc(OCc2ccccc2)cc1)C(=O)Nc1ccc(C(=O)O)cc1,1.9,-11,5,6,/,-6,0,-14,1,-5
O=C(O)C1CCN(S(=O)(=O)c2ccc3[nH]ccc3c2)CC1,0.5,30*,-2,-3,1,0,1,0,0,9
CCNC(=O)Nc1ccc2c(c1)C(=O)N(C)[C@H]1CC[C@@H](CC(=O)OC)O[C@H]1CO2,/,2,-1,-4,/,/,2,-3,-8,9
COC(=O)CN(c1nc(C)cc(OC)n1)S(=O)(=O)c1ccc(C)cc1,-0.6,5,1,-1,-4,4,0,1,-4,1
CN(CC(=O)Nc1ccccc1Sc1ccccc1)C1CCCCC1,-3.2,2,2,2,-14,-1,-1,-6,-7,3
Cc1ccc(-c2nn(CC(=O)NCc3ccccn3)c(=O)c3ccccc23)cc1S(=O)(=O)N(C)C,1.9,-6,3,4,/,1,2,3,3,-8
S=C(NC1CCCC1)N1CCN(c2ccc(Cl)cc2)CC1,0.5,-5,0,-1,5,3,-4,-2,5,-1
Cc1cc(CNC(=O)c2cccc(OC3CCN(S(=O)(=O)N(C)C)CC3)c2)on1,-2.3,-1,1,-1,4,7,-1,3,-5,12
Cc1ccccc1Oc1nnc(-c2cccs2)c2ccccc12,-0.4,-24,15,2,-12,7,2,1,-4,-3
CCC(C)N(C(=O)CSc1nnc(NC(C)C)s1)C1CCS(=O)(=O)C1 (configuration not stated),-1.8,1,0,-1,-4,1,3,-1,-9,-4
C=CCNC(=S)N(C)[C@H]1C[C@H]2c3cc(-c4ccccc4C)ccc3CCN2C[C@H]1[C@H](C)O,-2.9,-3,9,12,/,-3,0,-2,6,4
CC(C)(C)NC(=O)Cc1ccc(Cl)c(Cl)c1,-1.3,-1,1,-3,-4,4,3,-1,7,3
CC(C)(C)OC(=O)N1CCC[C@@H]1C(=O)N1CCC[C@@H]1C(=O)NCc1ccccc1,1.3,0,16,2,/,3,2,-2,6,11
C[N+]1(CC(O)COCC2COc3ccccc3O2)CCOCC1 (configuration not stated),1.5,-2,8,2,6,-7,-3,-3,3,5
Cc1cccc(NC(=O)Cn2c(=O)n(CC3CCCO3)c(=O)c3ccccc32)c1 (configuration not stated),0.0,-5,1,-1,-12,-4,0,1,-2,-11
O=C(Cn1cccc1C(=O)c1ccccc1)NCc1cccc(Cl)c1,-1.8,-2,-1,-3,-7,6,2,5,-8,5
Cc1ccc(C)c(NC(=O)c2cc(-c3ccc(Cl)cc3)nc3ccccc23)c1,/,4,1,-6,/,/,-1,-1,1,-10
CC(C)(O)C#Cc1ccc(C(=O)NCc2ccccc2F)cc1,1.9,-8,3,4,3,2,-1,-2,3,-6
O=C(CSc1nnc(-c2ccncc2)o1)Oc1ccccc1,-1.4,6,1,0,-3,6,0,-1,7,1
CC(=O)c1c(C)oc2ccc(NS(=O)(=O)c3ccc(O)c(C(=O)O)c3)cc12,-1.2,1,4,7,-5,4,1,-4,0,-9
CC1CCN(CC(O)COc2cccc(F)c2)CC1 (configuration not stated),0.0,2,-1,-1,-2,7,-3,-2,2,0
COc1ccccc1C(=O)Nc1ccc(N2CCN(C(C)=O)CC2)cc1,-1.7,1,-2,0,1,9,-2,-2,3,13
O=C(CN1C(=O)COCC1=O)N1CCOCC1,-1.9,0,3,-1,4,4,-3,0,-2,-2
COCCN(C(=O)CSc1nnc(-c2cccc(F)c2)n1N)c1c(N)n(CC(C)C)c(=O)[nH]c1=O,-1.2,1,-1,-2,4,8,-1,1,-6,4
Cc1ccc(NC(=O)c2ccc(OCC3CCCO3)cc2)nc1 (configuration not stated),0.0,1,-1,-1,2,2,-1,2,-2,-4
Oc1cccc(-c2nnc(-c3cccc(O)c3)nn2)c1,-2.8,42*,-3,1,-1,3,-5,-1,6,2
CCN(CC)CCCC(C)Nc1nccc2c(Cl)cccc12 (configuration not stated),0.0,2,-2,-7,-6,1,-1,-3,-5,-6
COc1ccccc1Nc1nc(N2CCCC2)nc(N2CCOCC2)n1,-0.2,4,1,0,-6,-3,0,-1,0,5
O=c1[nH]c(CN2CCN(c3ncccn3)CC2)nc2c(Br)cc(Br)cc12,3.1,2,0,-1,-13,-5,-2,-10,-4,-3
O=C(c1cc2ccccc2c(=O)o1)N1CCCC1,-3.2,3,2,0,/,1,1,-1,0,4

# Of the compounds above, these have a tert-butyl group:
SMILES,PG9 binder,ABHD4 inh,UHRF1 MBD2 ctr,PRMT1 inh,HTRA1 inh,TCR-CD3 inh,LEDGF integ inh,SIAE primary,DDE Tn7 FP inh,TDP2 inh
CC(C)(C)NC(=O)Cc1ccc(Cl)c(Cl)c1,-1.3,-1,1,-3,-4,4,3,-1,7,3
CC(C)(C)OC(=O)N1CCC[C@@H]1C(=O)N1CCC[C@@H]1C(=O)NCc1ccccc1,1.3,0,16,2,/,3,2,-2,6,11

# Next entries follow.
SMILES,PG9 binder,ABHD4 inh,UHRF1 MBD2 ctr,PRMT1 inh,HTRA1 inh,TCR-CD3 inh,LEDGF integ inh,SIAE primary,DDE Tn7 FP inh,TDP2 inh
COc1ccc(NC(=O)C(c2ccc(C)cc2)N(C)C(=O)CNC(C)=O)cc1 (configuration not stated),0.3,-5,6,-1,0,-7,-1,3,-3,-12
CC1CCCCN1C(=O)COC(=O)C1CCN(S(=O)(=O)c2c(Cl)cccc2Cl)CC1 (configuration not stated),-1.5,-3,1,2,2,5,0,-4,-5,7
CCn1c(C)nc2cc(-c3nnc(-c4c(-c5ccccc5)noc4C)o3)ccc21,-0.8,-7,-1,-1,-23,-6,0,-6,3,1
CCCOC(=O)c1c(-c2ccc(OC)cc2)oc2ccc(-c3ccc(OC)nc3)cc12,-1.5,6,5,-3,-12,-2,-3,-2,-3,-11
CC(=O)NCC(=O)OC(C)C(=O)Nc1ccc(C(C)=O)cc1 (configuration not stated),-0.2,3,1,0,7,2,1,-3,5,-2
Cc1ccccc1COc1ccc(-c2nn[nH]n2)cc1,-2.0,-10,0,3,1,-3,-3,-7,-6,4
O=c1c(-c2ccc(O)cc2)coc2c(C3O[C@H](CO)[C@@H](O)[C@H](O)[C@H]3O)c(O)ccc12 (some centres not stated),-1.7,-4,-1,0,-1,7,-2,-3,-4,14
Clc1cccc(Cc2c(-c3ccccc3)nc3ccc(Cl)cn23)c1,1.5,2,-1,4,/,-6,-2,-2,-2,-5
COC(=O)c1ccccc1NC(=O)CSc1n[nH]c(-c2cccnc2)n1,-2.9,-2,-3,0,0,6,1,-2,-2,-1
Cc1onc(-c2c(F)cccc2Cl)c1C(=O)Nc1cccc(S(=O)(=O)N2CCOCC2)c1,0.9,2,2,-2,-1,2,-3,2,-3,-5
COc1cccc2c1OCC(C(=O)NCc1ccc(Cl)cc1Cl)=C2,1.8,-17,-2,5,-65,0,3,1,1,-1
COc1cccc(OC)c1NC(=O)CN(C)S(=O)(=O)c1ccc2c(c1)OCCO2,-1.0,1,-1,2,1,12,3,-1,0,0
